# CXXC DNA block = inhibitors of human MLL CXXC domain-DNA interaction | Q03164 | MLL-CXXC / FITC-HOXA9 DNA fluorescence polarization | Potency, µM (highest dose often 115 µM), for the others: top-dose activity change, negative = inhibition, hits mostly inhibitors | 290,000 tested, 0.037% active | AID 2662; active = well fitted inhibition curve with a large enough effect in the polarisation, with a control signal flat, not every such curve was filed as active; inconclusive = small, poorly fitted or top-dose-only effect, or effect the other way, or a change in a side signal; inactive = no such curve, though single readings can be large or run the other way; the % refers to the polarisation; also: potency is read from the fitted curve at half-maximal effect
# Target sequence (Q03164 whole entry, looked up, the tested form may be a part): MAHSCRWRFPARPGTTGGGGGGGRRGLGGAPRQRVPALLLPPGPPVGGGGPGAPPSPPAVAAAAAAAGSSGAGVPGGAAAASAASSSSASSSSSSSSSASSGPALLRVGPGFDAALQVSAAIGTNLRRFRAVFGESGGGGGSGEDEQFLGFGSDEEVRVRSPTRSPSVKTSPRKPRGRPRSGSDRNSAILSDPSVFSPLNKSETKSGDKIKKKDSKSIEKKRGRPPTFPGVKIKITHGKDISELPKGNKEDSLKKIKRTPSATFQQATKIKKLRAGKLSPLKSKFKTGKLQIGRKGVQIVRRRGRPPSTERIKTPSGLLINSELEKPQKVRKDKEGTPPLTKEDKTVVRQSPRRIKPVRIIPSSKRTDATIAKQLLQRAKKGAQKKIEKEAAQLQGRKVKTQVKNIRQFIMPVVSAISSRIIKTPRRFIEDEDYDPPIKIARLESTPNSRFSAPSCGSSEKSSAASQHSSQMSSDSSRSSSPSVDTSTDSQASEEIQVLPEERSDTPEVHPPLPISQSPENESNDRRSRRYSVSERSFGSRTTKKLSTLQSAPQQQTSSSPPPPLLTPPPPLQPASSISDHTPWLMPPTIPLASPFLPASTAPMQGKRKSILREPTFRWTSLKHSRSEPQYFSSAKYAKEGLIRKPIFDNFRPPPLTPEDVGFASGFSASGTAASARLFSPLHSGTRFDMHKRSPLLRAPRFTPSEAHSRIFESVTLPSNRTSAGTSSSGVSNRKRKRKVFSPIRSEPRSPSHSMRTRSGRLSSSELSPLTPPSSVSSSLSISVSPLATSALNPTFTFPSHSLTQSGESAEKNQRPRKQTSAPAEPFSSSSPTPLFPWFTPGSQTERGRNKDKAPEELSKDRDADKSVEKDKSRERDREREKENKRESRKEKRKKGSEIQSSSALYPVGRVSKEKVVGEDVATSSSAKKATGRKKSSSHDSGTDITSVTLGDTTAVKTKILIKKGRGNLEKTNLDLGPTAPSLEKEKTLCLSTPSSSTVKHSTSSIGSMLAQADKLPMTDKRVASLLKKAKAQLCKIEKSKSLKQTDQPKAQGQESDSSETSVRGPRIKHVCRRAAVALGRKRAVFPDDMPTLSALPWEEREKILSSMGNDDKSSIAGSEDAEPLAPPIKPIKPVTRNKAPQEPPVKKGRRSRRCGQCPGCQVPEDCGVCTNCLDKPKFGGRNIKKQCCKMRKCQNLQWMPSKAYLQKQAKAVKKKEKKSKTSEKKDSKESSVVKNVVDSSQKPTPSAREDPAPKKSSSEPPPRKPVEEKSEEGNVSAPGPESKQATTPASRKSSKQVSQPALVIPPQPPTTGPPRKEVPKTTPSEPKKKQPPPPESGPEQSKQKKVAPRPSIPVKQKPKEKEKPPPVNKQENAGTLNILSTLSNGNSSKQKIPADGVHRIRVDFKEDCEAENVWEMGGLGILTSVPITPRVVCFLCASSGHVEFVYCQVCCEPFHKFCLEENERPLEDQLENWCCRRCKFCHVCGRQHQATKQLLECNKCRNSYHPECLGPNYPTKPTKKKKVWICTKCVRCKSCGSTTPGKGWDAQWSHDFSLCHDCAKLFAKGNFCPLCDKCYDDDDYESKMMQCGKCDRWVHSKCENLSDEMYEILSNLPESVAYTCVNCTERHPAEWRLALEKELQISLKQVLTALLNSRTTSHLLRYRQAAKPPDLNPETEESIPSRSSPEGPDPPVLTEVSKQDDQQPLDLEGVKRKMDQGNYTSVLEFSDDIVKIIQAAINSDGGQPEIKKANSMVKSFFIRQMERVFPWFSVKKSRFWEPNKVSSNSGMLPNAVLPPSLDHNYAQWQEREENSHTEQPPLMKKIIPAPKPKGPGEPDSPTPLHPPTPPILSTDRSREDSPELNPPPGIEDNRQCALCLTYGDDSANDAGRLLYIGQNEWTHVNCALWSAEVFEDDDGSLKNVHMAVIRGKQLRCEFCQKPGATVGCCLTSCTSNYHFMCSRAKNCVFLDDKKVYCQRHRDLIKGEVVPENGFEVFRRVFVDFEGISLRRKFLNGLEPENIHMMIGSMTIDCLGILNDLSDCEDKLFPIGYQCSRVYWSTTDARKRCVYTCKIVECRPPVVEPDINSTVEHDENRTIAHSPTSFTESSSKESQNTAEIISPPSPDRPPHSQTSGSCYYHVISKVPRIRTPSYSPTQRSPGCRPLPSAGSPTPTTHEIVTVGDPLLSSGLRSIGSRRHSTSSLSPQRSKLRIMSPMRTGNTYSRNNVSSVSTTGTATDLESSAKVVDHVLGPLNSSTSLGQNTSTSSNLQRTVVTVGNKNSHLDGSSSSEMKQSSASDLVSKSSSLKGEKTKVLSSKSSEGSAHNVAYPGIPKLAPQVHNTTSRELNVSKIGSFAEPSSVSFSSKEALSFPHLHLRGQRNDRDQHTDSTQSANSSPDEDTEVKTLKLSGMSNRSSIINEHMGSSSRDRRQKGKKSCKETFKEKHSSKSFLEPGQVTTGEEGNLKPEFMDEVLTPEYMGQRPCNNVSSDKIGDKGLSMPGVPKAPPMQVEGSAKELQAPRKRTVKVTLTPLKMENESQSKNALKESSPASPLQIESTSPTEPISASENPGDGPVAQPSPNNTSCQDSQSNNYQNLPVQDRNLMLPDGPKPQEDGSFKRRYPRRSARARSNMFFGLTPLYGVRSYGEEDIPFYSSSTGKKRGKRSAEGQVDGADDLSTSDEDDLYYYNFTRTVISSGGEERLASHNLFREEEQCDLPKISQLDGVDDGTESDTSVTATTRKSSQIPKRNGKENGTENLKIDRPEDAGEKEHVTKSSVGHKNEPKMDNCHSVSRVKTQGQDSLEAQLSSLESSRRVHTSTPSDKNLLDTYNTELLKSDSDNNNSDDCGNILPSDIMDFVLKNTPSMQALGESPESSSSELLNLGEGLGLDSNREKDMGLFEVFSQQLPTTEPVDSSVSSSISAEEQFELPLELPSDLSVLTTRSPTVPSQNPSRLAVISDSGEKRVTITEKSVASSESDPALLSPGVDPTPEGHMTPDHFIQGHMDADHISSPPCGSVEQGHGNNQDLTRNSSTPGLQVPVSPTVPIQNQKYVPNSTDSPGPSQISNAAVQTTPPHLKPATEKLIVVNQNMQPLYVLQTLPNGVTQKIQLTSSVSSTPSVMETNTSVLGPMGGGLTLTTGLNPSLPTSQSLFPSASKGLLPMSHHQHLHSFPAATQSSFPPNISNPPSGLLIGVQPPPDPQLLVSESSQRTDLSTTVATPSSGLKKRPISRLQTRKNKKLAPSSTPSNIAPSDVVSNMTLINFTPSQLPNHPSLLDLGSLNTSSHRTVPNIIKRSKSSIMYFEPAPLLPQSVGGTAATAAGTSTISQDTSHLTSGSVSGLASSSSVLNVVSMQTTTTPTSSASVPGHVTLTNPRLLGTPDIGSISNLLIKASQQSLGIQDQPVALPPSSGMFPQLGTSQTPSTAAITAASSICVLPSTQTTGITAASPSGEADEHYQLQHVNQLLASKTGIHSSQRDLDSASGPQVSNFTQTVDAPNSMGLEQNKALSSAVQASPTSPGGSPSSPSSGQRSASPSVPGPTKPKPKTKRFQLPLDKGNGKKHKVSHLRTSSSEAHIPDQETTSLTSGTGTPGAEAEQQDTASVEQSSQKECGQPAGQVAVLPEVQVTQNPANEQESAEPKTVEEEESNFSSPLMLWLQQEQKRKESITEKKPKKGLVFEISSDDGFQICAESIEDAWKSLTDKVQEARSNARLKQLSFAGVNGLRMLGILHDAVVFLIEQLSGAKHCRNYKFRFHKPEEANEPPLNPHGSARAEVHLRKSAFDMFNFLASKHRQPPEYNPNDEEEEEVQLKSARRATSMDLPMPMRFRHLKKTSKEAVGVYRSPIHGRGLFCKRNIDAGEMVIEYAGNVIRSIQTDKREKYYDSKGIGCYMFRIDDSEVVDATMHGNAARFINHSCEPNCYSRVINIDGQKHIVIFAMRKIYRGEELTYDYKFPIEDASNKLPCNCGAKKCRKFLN
#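 Fluorescence polarization: 7 uM MLL-CXXC (stock) preincubated 5 min with compounds, then 50 nM fluorescein-HOX-A9 DNA (stock) added; 30 min ambient. Buffer 50 mM Tris-HCl pH 7.5, 50 mM NaCl, 1 mM DTT, 0.05% BSA.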
# Coupling enz = inhibits coupling enzyme system, counter-screen for aldolase hits; 290,000 tested, 0.67% active; coupling enzyme system counterscreen, AmpLite Red fluorescence; activity change, negative = inhibition, % at 58.2 µM, hits read low; in the data active = activity change below about -30%; also: % is scaled to controls: 0 for no effect and ±100 for the full control effect
#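 Final compound at 57.5 uM, incubated 10 min at RT with coupling enzyme reagent (glyceraldehyde-3-phosphate), then 20 min with substrate and AmpLite Red detection. Fluorescence read at 525/598 nm; tests interference with the coupling assay, not aldolase inhibition.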
# The depositor's hits bear a star; ? = inconclusive; · = not tested or not shown; & = joins results of further samples. These rows are one share of the data (hit frequency here may not be typical).
SMILES,CXXC DNA block,Coupling enz
COC(=O)c1ccc(C(NC(=O)OCc2ccccc2)/C(=C/[C@@H](C)C(=O)Nc2ccccc2)c2cccnc2)cc1 (some centres undefined),·,0
Cc1cn2c(=O)c3ccccc3nc2n2c(=O)c3ccccc3nc12,·,1
c1cc(NC2CC2)nc(-c2ccoc2)n1,·,-4
O=C1CC[C@@H](C(=O)N[C@@H](Cc2cnc[nH]2)C(=O)N[C@@H](Cc2c[nH]c3ccccc23)C(=O)N[C@@H](CO)C(=O)N[C@@H](Cc2ccc(O)cc2)C(=O)O)N1,·,0
O=C(c1ccco1)N1CCC2(CC1)CN(C(c1ccccc1)c1ccccc1)C2,·,5
CNc1ccc(-c2nc3ccccc3s2)cc1,·,-9
CN(C)C(=O)c1ccc(-c2nccc(Nc3ccc(F)cc3)n2)cc1,·,-2
COc1cccc(-c2nc(NCc3ccccc3)c3ccccc3n2)c1,·,1
CC(C)=CCC/C(C)=C/CC/C(C)=C/CC/C(C)=C/C(=O)O,·,12
CC(=O)OC[C@H]1O[C@@H](O/N=C2/[C@H]3O[C@@H]3[C@@H](O)[C@H]3[C@H]2CCn2c(=O)n(-c4ccccc4)c(=O)n23)[C@H](OC(C)=O)[C@@H](OC(C)=O)[C@@H]1OC(C)=O,·,0
O=C(c1ccccc1)[C@@H]1O[C@H]1c1ccc(-c2ccccc2)cc1,·,2
O=c1cnc2cnc(N3CCOCC3)nc2n1C1CC1,·,3
CC(=O)NC1C(O)C[C@@](O)(C(=O)O)OC1[C@@H](O)C(O)CO (some centres undefined),·,-2
CCN1C(=O)[C@H]2[C@@H]3[C@H](O)C=CC(=O)[C@H]3CC[C@H]2C1=O,·,2
C/C=C1\COC(C(=O)NCCOCCO)(C(F)(F)F)C=C1C=C1CCCCC1 (centres undefined),·,0
c1ccc2c(Cc3c[nH]c4ccccc34)c[nH]c2c1,·,-2&-1
CCCCCCC#Cc1cc(OC)c(OC)cc1C(N1CC(C)c2ccccc21)N1CC(C)c2ccccc21 (centres undefined),·,-2
CCCCC1=CC2=CC(=O)C(C)(OC(=O)CC)C(=O)C2=CN1CCCN(CC)CC (centres undefined),·,0
CCc1c2c(nc3ccc4c(c13)OCCO4)-c1nc3ccccc3c(=O)n1C2,·,-4
CCOC(=O)CN1C(=O)N[C@@H](c2cccc(C(F)(F)F)c2)[C@H](C(=O)OC)[C@H]1C,·,1
COc1ccc(-c2nc3cnc(OC)nc3n(C)c2=O)cc1,·,6
C[C@H](NC(=O)Cc1cc(F)cc(F)c1)C(=O)N[C@@H](C(=O)OC(C)(C)C)c1ccccc1,·,0
C=C1CCN(C(CC(C)C)C(=O)NCc2ccc(Cl)c(Cl)c2)S(=O)(=O)c2ccccc21 (centres undefined),·,2
COc1ccccc1CN1CC[C@@]2(CCCN(S(C)(=O)=O)C2)C1,·,-3
CCCCCN(CCCCC)C(=O)[C@H](CCC(=O)O)NC(=O)c1ccc(Cl)c(Cl)c1,·,2
CC[C@H](/C=C/[C@@H](C)[C@H]1CC[C@H]2C3CC=C4C[C@@H](O)CC[C@]4(C)C3CC[C@]12C)C(C)C (some centres undefined),·,0
NCCCCCCNc1nc2c(N)ncnc2n1[C@@H]1O[C@@H]2COP(=O)(O)O[C@H]2[C@H]1O,·,-2
CN1CCN(c2ncnc3ccc(-c4cccc(C#N)c4)cc23)CC1,·,5
C=C1CCN(C(CC(C)C)C(=O)NCCCc2ccccc2)S(=O)(=O)c2ccccc21 (centres undefined),·,-2
CN(C)Cc1ccccc1-c1cncnc1NCc1cccs1,·,1
Cc1onc(-c2ccccc2)c1C(=O)NC1C(=O)N2C(C(=O)O)C(C)(C)S[C@@H]12 (some centres undefined),·,4
C[C@H]1Cc2c(-c3ccccc3)nc3c(c2CO1)CN(C(=O)C1CC1)CC3,·,1
Cc1ccc(CC2(O)CCN(CCOc3ccc(O)cc3)CC2)cc1,·,3
CC(=O)N1CCC2(CCN(Cc3cc(C(F)(F)F)cc(C(F)(F)F)c3)CC2)CC1,·,-2
COC(=O)c1ccc(C(NC(=O)OCc2ccccc2)/C(F)=C/[C@@H](C)C(=O)NCc2cc(C)on2)cc1 (some centres undefined),·,-22
COc1ccccc1CNc1cc(-c2cccnc2)ncn1,·,1
CCC/C=C(\CCC)C(NC(=O)C(C)(C)C)c1ccc(C(=O)OC)cc1 (centres undefined),·,-2
COc1ccc(C2=CC3=C(Br)C(=O)C(C)(OC(=O)CCc4ccccc4)C(=O)C3=CO2)cc1 (centres undefined),·,0
Cc1nc2cnc(Oc3cccc(Cl)c3)nc2n(C2CC2)c1=O,·,5
CC(C)=CCCC1(C)C=Cc2c(c(C)cc3c2[nH]c2ccccc23)O1 (centres undefined),·,-6
CCC1=C2CC[C@H]3C(=O)N(C)C(=O)[C@H]3[C@H]2[C@@]2(C)C(=O)N(CC(=O)OC)C(=O)N2C1=O,·,4
CC(C)[C@H](NC(=O)[C@H](CCC(N)=O)NC(=O)CNC(=O)[C@@H]1CCCN1C(=O)[C@H](Cc1ccc(O)cc1)NC(=O)CN)C(=O)O,·,1
COc1c2c(nc3ccccc13)O[C@H]([C@@](C)(O)CO)C2,·,-1
COC(=O)N1CCC2(CCCN(c3ccncc3)C2)CC1,·,2
COC(=O)NC(c1ccccc1)C(C(=O)OC)C(=O)OC (centres undefined),·,-31*
COC(=O)C(NS(N)(=O)=O)C(C)C (centres undefined),·,-1
CC(=O)OC1CC2C(C)(C)C(O)CC[C@@]2(C)C2CC[C@@]3(C)C(c4ccoc4)OC(=O)C4OC43[C@]12C (some centres undefined),·,1
CC(C)C[C@@H](CC(=O)N[C@@H](CCC(=O)O)CC(=O)O)NC(=O)[C@@H]1CCCC[C@H]1NC(=O)C[C@@H](NC(=O)C[C@H](CO)NC(=O)[C@@H]1CCCC[C@H]1N)C(C)C,·,0
CCOc1ccccc1-c1nnc2n1N=C(c1ccc(OC)c(OC)c1)CS2,·,2
COc1ccccc1CNc1cc(-c2ccccc2OC)ncn1,·,0
COC(=O)[C@@]1(Cc2ccc(F)cc2)[C@H]2c3cc(C(=O)N(C)C)n(CCCNc4ccc(C(F)(F)F)cc4Cl)c3C[C@H]2CN1C(=O)c1ccccc1,·,-3
O=C(c1cc(C(F)(F)F)cc(C(F)(F)F)c1)N1CCC2(CC1)CCN(c1ccncc1)CC2,·,2
CN(C)C(=O)c1ccc(-c2nc(N3CCOCC3)c3ccccc3n2)cc1,·,-2
C[C@H](NC(=O)[C@@H]1C[C@H]1[C@@H](NC(=O)OCc1ccccc1)c1ccccc1)c1ccccc1,·,1
C[C@@H](C(=O)N[C@@H](CO)Cc1ccccc1)[C@H]1C[C@]1(C)[C@H](NC(=O)OCc1ccccc1)c1ccccc1,·,3
C/C(CCN1CCCc2nc(C)c(C)cc21)=N\O[C@@H](C)c1cn([C@H](CO)Cc2ccccc2)nn1,·,1&2
CSCC[C@H](NC(=O)[C@H](Cc1ccccc1)NC(=O)[C@H](Cc1cnc[nH]1)NC(=O)CNC(=O)[C@@H](NC(=O)[C@H](C)NC(=O)[C@H](Cc1c[nH]c2ccccc12)NC(=O)[C@H](CC(C)C)NC(=O)[C@H](CC(N)=O)NC(=O)CN)[C@@H](C)O)C(N)=O,·,-1
COc1cccc(-c2nccc(N(C)Cc3ccco3)n2)c1,·,0
CC(C)(C)Nc1nc(C#N)nc(Nc2ccccc2)n1,·,1
COc1ccccc1-c1nccc(NCc2cnc(C)cn2)n1,·,1

# (cont.)
SMILES,CXXC DNA block,Coupling enz
Cc1nc2c(O)cccc2c(=O)[nH]1,·,-3
NCCC[C@@H](CC(=O)N[C@@H]1CCNC[C@H]1C(=O)N[C@H](CC(=O)N[C@@H](CCC(=O)O)CC(=O)O)Cc1ccccc1)NC(=O)C[C@H](Cc1c[nH]c2ccccc12)NC(=O)[C@@H]1CCCC[C@H]1N,·,1
COc1cccc([C@@H]2Oc3ccc(Br)cc3C(=O)[C@H]2OC(=O)N[C@H](C)C2CCCCC2)c1,·,-1
COc1ccc(-c2nc3cnc(N4CCOCC4)nc3n(-c3ccc(OC)cc3)c2=O)cc1,·,-1
COc1cccc([C@@H]2Oc3ccc(OC)cc3C[C@H]2OC(=O)N[C@H]2CCCc3ccccc32)c1,·,3
CCNc1ncc2nc(-c3ccc(Cl)cc3)c(=O)n(C)c2n1,·,1
C=C1C(=O)OC2C[C@@]3(C)CCCC(C)C3=CC12 (some centres undefined),·,3
O=C(Nc1cccc(F)c1)N1CCC2(CCNCC2)CC1,·,0
COC(=O)[C@@]1(Cc2ccc(OC)cc2)[C@H]2c3cc(C(=O)N(C)C)n(C)c3C[C@H]2CN1C(=O)c1ccccc1,·,4
COC(=O)N1C2=C(c3ccccc3[C@@H]1CC(=O)Nc1ccc(Br)cc1)[C@@H]1C(=O)N(c3ccccc3)C(=O)[C@@H]1[C@H](C)C2,·,-4
CC[C@H](C)[C@H](NC(=O)[C@H](Cc1ccc(O)cc1)NC(=O)[C@@H]1CCCN1C(=O)[C@H](CCCN=C(N)N)NC(=O)[C@H](CCCN=C(N)N)NC(=O)[C@@H]1CCCN1C(=O)[C@H](CCCCN)NC(=O)[C@H](CC(N)=O)NC(=O)[C@H](CCC(N)=O)NC(=O)[C@H](Cc1ccc(O)cc1)NC(=O)[C@H](CC(C)C)NC(=O)[C@@H]1CCC(=O)N1)C(=O)N[C@@H](CC(C)C)C(=O)O,·,-2
CCCCc1nc2c(c3c1C[C@H](C)OC3)CN(C(=O)c1cccnc1)CC2,·,0
COc1cc(CN2CCN(CCCSc3cc(C(C)(C)C)c(O)c(C(C)(C)C)c3)CC2)cc(OC)c1OC,·,-1
N#Cc1nc(NCCCO)nc(Nc2ccccc2)n1,·,-1
COC1CCC(C(=O)c2ccc3nc4c(cc3c2)CCCO4)CC1 (centres undefined),·,3
CCOc1cc(OCC)c(C(=O)CCC(=O)O)cc1OCC,4%,·
CC1(C)CO[C@@H](CC(=O)O)CN1,-8%,·
CC1=C(C(=O)O)N2C(=O)[C@@H](NC(=O)C(N)C3=CCC=CC3)[C@H]2SC1 (some centres undefined),3%,·
NC(=O)Oc1ccc(Cc2ccccc2)cc1,2%,·
CC(C)[N+](C)(C)CC(O)COc1cccc2ccccc12 (centres undefined),-1%,·
Cc1ccc(S(=O)(=O)NC(=O)NC2CCCC2)cc1,-1%,·
CCC(=O)O[C@@H](OP(=O)(CCCCc1ccccc1)CC(=O)N1C[C@H](C2CCCCC2)C[C@H]1C(=O)O)C(C)C (some centres undefined),-9%,·
OCC1(CO)COC(C(Cl)(Cl)Cl)OC1,8%,·
CC(C)C(NC(=O)C(CC(=O)O)NC(=O)C(CCCCN)NC(=O)C(N)CCCN=C(N)N)C(=O)NC(Cc1ccc(O)cc1)C(=O)O (centres undefined),19%,·
CC(C)[C@H](N)C(=O)OCC(CO)OCn1cnc2c(=O)[nH]c(N)nc21 (some centres undefined),-1%,·
O=NCc1ccc([N+](=O)[O-])o1,5%,·
C=C(c1ccc(C(=O)O)cc1)c1cc2c(cc1C)C(C)(C)CCC2(C)C,-1%,·
CC(=O)N/N=C/c1ccc([N+](=O)[O-])o1,7%,·
CCN(CC)C(=O)[C@@]1(c2ccccc2)C[C@@H]1CN,-8%,·
C[C@]12CCC(=O)C=C1CC[C@@H]1[C@@H]2[C@@H](O)C[C@@]2(C)[C@H]1CC[C@]2(O)C(=O)COP(=O)(O)O,4%,·

# 6 compounds out of the list, ordered by SMILES length, highest first.
SMILES,CXXC DNA block,Coupling enz
C[C@]12CCC(=O)C=C1CC[C@@H]1[C@@H]2[C@@H](O)C[C@@]2(C)[C@H]1CC[C@]2(O)C(=O)COP(=O)(O)O,4%,·
CCC(=O)O[C@@H](OP(=O)(CCCCc1ccccc1)CC(=O)N1C[C@H](C2CCCCC2)C[C@H]1C(=O)O)C(C)C (some centres undefined),-9%,·
CC(C)[N+](C)(C)CC(O)COc1cccc2ccccc12 (centres undefined),-1%,·
CC(=O)N/N=C/c1ccc([N+](=O)[O-])o1,7%,·
CC1(C)CO[C@@H](CC(=O)O)CN1,-8%,·
O=NCc1ccc([N+](=O)[O-])o1,5%,·

# (list continues)
SMILES,CXXC DNA block,Coupling enz
CC(C)O,1%,·
N[C@@H](CSCCCO)C(=O)O,-17%,·
IC(I)I,0%,·
CN(C)c1ccc(C(=C2C=CC(=[N+](C)C)C=C2)c2c(O)c(S(=O)(=O)[O-])cc3cc(S(=O)(=O)O)ccc23)cc1,?,·
O=C1N=C2SCCN2C(=O)C1Cc1ccc(Cl)cc1 (centres undefined),-7%,·
C[C@@H](O)[C@H]1C(=O)N2C(C(=O)O)=C(S[C@@H]3CN[C@H](CNS(N)(=O)=O)C3)[C@H](C)[C@H]12,5%,·
CC(C)c1cc2c(cc1S(=O)(=O)O)[C@@]1(C)CCC[C@@](C)(C(=O)O)[C@@H]1CC2,8%,·
CCC(C(=O)NC(N)=O)c1ccccc1 (centres undefined),4%,·
COC(=O)[C@H]1[C@H]2C[C@@H]3c4[nH]c5ccccc5c4CCN3C[C@H]2C[C@@H](OC(=O)c2cc(OC)c(OC)c(OC)c2)[C@@H]1OC,-3%,·
CCN(CC)CCOc1ccc(-c2nc3cc(Cl)ccc3s2)cc1,9%,·
CN(C)C(=O)COC(=O)Cc1ccc(OC(=O)c2ccc(N=C(N)N)cc2)cc1,13%,·

# 2 successive records already listed:
SMILES,CXXC DNA block,Coupling enz
CC(C)O,1%,·
N[C@@H](CSCCCO)C(=O)O,-17%,·

# From PubChem
